From PubChem BioAssay
JMJD2C inh – human JMJD2C demethylase inhibition; GST-JMJD2C(1-420) H3K9me3 demethylation, DELFIA europium; inhibition, % at 2.35 µM; AID 2099; 330,000 compounds, 0.069% hits;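 active means more than half of a compound's replicate wells show inhibition beyond 50%, single wells judged on their own value; inconclusive means some, but no more than half, of replicates pass 50% inhibition; inactive means no replicate passes 50% inhibition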;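 further: signal counts dimethyl H3K9 product captured on neutravidin plate; 0% = median of DMSO wells and 100% = 0.3 times that DMSO median; strong numbers were not always called active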
Target sequence (Q9H3R0 1-420 limits assumed): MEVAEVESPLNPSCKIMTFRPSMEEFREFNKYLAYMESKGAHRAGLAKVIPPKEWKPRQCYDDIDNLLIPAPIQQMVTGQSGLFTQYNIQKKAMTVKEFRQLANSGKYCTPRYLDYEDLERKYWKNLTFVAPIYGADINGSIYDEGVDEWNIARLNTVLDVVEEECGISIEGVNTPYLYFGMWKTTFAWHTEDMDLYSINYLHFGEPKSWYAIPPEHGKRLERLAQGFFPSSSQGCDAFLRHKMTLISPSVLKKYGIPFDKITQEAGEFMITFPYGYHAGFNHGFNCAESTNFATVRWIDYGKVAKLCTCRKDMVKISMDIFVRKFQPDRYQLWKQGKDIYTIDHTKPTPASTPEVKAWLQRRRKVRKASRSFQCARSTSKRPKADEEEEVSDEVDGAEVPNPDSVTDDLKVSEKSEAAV
core dimer inh – blocks dimerization of HCV core protein; TR-FRET GST/Flag-core106 dimerization, 1536-well; inhibition, % at 5 µM; 300,000 compounds, 0.33% hits; AID 1899;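 active means inhibition above the mean of all tested compounds plus 3 SD, set per screening campaign, cut at about 45% in these data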
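assay system = GST-tagged and Flag-tagged HCV core protein residues 1-106 | controls = unlabelled core106 and no-GST-core106 wells | incubation = compound-protein-antibody incubation 4 h at 22.5 °C | probe or stimulus = Eu donor and XL665 acceptor anti-tag antibodies | read-out = % inhibition based on acceptor/donor emission ratio | signal = TR-FRET 671 and 617 nm emission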
PP1 counter – PP1-alpha (human) inhibition in PP5 counter-screen; P62136; purified PP1alpha, OMFP fluorescence; inhibition, % at 6.7 µM; 320,000 compounds, 0.9% hits; AID 2235;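 active means inhibition above the mean inhibition of all tested compounds plus 3 SD, computed separately for each screening campaign, cut at about 15% in these data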
LYPLA2 inh – counter-screen for PME1 inhibitors: inhibitors of human LYPLA2; O95372; recombinant LYPLA2, FP-Rh probe fluorescence polarization; inhibition, % at 5.9 µM; 320,000 compounds, 0.38% hits;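 active means inhibition above the screen-wide mean plus 3 SD, limit set per campaign, cut at about 26% in these data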;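 further: 0% = LYPLA2 with DMSO and 100% = wells lacking LYPLA2 enzyme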
Efflux pump mplx – antifungal efflux pump inhibition, Nile Red retention. 330,000 compounds, 0.44% hits. AID 485275. inhibition, % at 10 µM. S. cerevisiae Candida pump triplex;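 active means plate passing quality check with inhibition over a set limit, or well fluorescence over plate mean plus 4 SD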;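 further: Nile Red retained in pooled yeast measured as flow cytometry median fluorescence; 0% = buffer negative control and 100% = Enniatin B positive control; higher means more Nile Red kept so more efflux inhibition; some compounds called inactive have numbers as strong as hits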
TPT1 inhibitor – C. albicans TPT1 enzyme inhibition | inhibition, % at 5 µM | 300,000 compounds, 0.81% hits | AID 1962 | recombinant caTPT1, FP RNA substrate dephosphorylation;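 active means inhibition above the mean of all tested compounds plus 3 SD, set per screening campaign, cut at about 24% in these data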;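 further: plate controls were DMSO alone for no effect and ferristatin control at 100 nM for full effect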
PP5 inh – blocks human protein phosphatase 5 activity; inhibition, % at 6.7 µM; P53041; purified PP5c, OMFP substrate fluorescence; 320,000 compounds, 0.18% hits;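 active means inhibition above the campaign's mean inhibition across all tested compounds plus 3 SD, cut at about 9.5% in these data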;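 further: 0% = DMSO only and 100% = 100 µM cantharidin control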
Target sequence (P53041 whole entry, looked up): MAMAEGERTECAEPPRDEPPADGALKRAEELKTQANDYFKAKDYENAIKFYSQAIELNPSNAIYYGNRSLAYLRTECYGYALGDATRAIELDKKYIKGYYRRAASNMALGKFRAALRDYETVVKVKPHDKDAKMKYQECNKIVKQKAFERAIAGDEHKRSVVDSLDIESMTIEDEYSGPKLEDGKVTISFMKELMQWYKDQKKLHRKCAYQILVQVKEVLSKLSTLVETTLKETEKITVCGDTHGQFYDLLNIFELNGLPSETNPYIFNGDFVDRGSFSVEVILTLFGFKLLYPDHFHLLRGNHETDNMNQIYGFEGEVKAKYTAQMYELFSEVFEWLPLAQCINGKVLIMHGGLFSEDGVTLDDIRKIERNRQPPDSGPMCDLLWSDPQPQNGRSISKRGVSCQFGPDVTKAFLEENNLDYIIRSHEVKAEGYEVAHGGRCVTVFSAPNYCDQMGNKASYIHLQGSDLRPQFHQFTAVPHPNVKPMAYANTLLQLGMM
Fh CTSL1 inh – cathepsin L1 inhibition, PFM18AAP counter-screen | recombinant F. hepatica cathepsin L1, Z-Leu-Arg-MCA fluorescence | inhibition, % at 5.96 µM | 300,000 compounds, 0.49% hits;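 active means inhibition above the mean of all tested compounds plus 3 SD, set per screening campaign, cut at about 17% in these data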;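 further: 0% = plate median of test compound wells and 100% = 1 µM Z-Phe-Ala-diazomethylketone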
PREPL inh – human PREPL enzyme inhibition; recombinant PREPL, fluorescence polarization activity-based probe; 320,000 compounds, 0.68% hits; inhibition, % at 5.96 µM; AID 2751; Q4J6C6; in the data active means inhibition above about 43%;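 further: 0% = enzyme with DMSO and 100% = wells lacking enzyme; many of its hits are not listed in these tables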
Numbers without * were called inactive; ? = inconclusive; . = not tested or not shown. This is a subset. The share of hits here may be higher or lower than overall.

Each structure is followed by: JMJD2C inh, core dimer inh, PP1 counter, LYPLA2 inh, Efflux pump mplx, TPT1 inhibitor, PP5 inh, Fh CTSL1 inh, PREPL inh
1) CC(C)c1nc(NCc2ccccc2)c(C#N)c2c1CCCC2
→ -16, -1, -4, 3, 0.0, -4, -1.7, 2, -5
2) O=C(/C=C/c1ccccc1)N(c1ccccn1)C1CCCCC1
→ -21, 3, -3, -2, 0.1, -2, 1.4, 1, -1
3) Cc1cc(C)c(C#N)c(SCC(=O)c2ccc(Cl)cc2Cl)n1
→ 3, 3, -2, 4, 0.1, -3, 5.0, 1, 7
4) CC1CC(C)CN(S(=O)(=O)CC23CCC(CC2=O)C3(C)C)C1 (configuration not stated)
→ 7, -4, -2, -4, 0.2, 0, -1.9, -2, -3
5) N/C(Cc1nc(-c2ccc(F)cc2)cs1)=N\O
→ -2, -1, -3, 3, 0.0, 0, -0.8, 0, 12
6) COC(=O)c1nnn(CC(=O)NC(=O)Nc2cccc(C)c2C)c1C(=O)OC
→ -1, -5, -1, -2, 0.0, -1, 0.2, 4, 0
7) COc1cccc(N2CCN(CC(=O)NCc3ccccc3)CC2)c1
→ 5, 5, -2, 4, -0.1, 1, 0.9, 2, 1
8) O=C(O)CC(Cc1ccc(Br)cc1)C(=O)Nc1ccccc1 (configuration not stated)
→ 1, -1, -4, -1, 0.0, 3, 0.2, 2, -7
9) COc1ccc(CN(C)Cc2ccccc2)c(OC)c1OC
→ 12, -3, -1, -7, 0.3, 2, 0.3, -2, 4
10) Oc1ccc(CN2CCc3ccccc3C2)c2cccnc12
→ -21, 2, 15*, -8, 0.4, 2, 9.5, -3, 45*
11) C=C1C(=O)O[C@@H]2[C@H]3O[C@]3(C)CC/C=C(\C)CC[C@@H]12
→ ., 16, -2, 2, 0.0, -4, -0.4, 14, -8
12) COC(=O)CNC(=O)C(NC(=O)c1ccc(Cl)cc1)C(C)C (configuration not stated)
→ ?, 4, -5, 1, 0.0, 4, -1.3, -1, 9
13) COc1ccc(C(C(=O)NC(C)(C)C)N(C(=O)CNC(=O)c2cccs2)c2ccc(NC(C)=O)cc2)cc1OC (configuration not stated)
→ 3, -2, -8, -1, 0.0, 0, 1.0, 0, 6
14) CCOC(=O)C(=O)/C(C#N)=C/Nc1ccccc1
→ 3, -5, 0, 0, -0.1, -1, -1.4, -4, -1
15) Cc1ccc(S(=O)(=O)NCCC(=O)OCC(=O)NCCc2ccccc2)cc1C
→ 15, -4, -8, 0, 0.2, 2, 0.5, -14, -4
16) CCOC(=O)c1c(/N=C/c2cc(C)ccc2O)sc2c1CCN(C)C2
→ 2, 2, -5, 4, 0.0, -2, -1.6, 1, 5
17) COC(=O)c1c(O)c2c([nH]c1=O)CCCC2
→ 10, 2, 0, -7, 0.0, -3, -1.7, 2, 12
18) O=C(O)C1CC=CCC1C(=O)Nc1ccc(F)c(F)c1 (configuration not stated)
→ 7, -8, 1, 2, 0.0, -5, 2.0, 0, 0
19) CC/C(C)=N/Nc1nc(-c2cc3cccc(OC)c3oc2=O)cs1
→ 7, 37, -3, -8, -0.1, 4, -1.4, -1, 19
20) Nc1ccccc1C(=O)Nc1nccs1
→ 8, 12, -3, 1, 0.2, -1, -0.1, 5, 6
21) NC(=O)c1ccsc1NC(=O)CS(=O)(=O)c1ccccc1
→ -12, -4, -8, -7, 0.3, 4, -0.1, 1, 16
22) Cn1cc(Cl)cc(C(=O)Nc2ccccc2)c1=O
→ 3, -2, 0, -3, 0.0, -2, -0.1, 6, 4
23) CCOC(=O)C1CCCN(CC(=O)/C=C2/N(C)c3ccccc3C2(C)C)C1 (configuration not stated)
→ -11, 5, 1, 7, -0.1, 13, -0.6, 0, -2
24) COc1ccc(-c2cc(C(=O)Nc3ccc(S(=O)(=O)Nc4ncccn4)cc3)c3ccccc3n2)cc1
→ 4, 11, 3, 14, 0.1, 0, 3.7, 1, -1
25) Cc1ccc(NC(=O)CSc2nnc(Cc3cccn3C)n2-c2ccc(F)cc2)c(C)c1
→ -6, -2, -1, 1, 0.1, -3, 1.2, 1, 2
26) C=CCN(C(=O)CCC(=O)O)C1CC(=O)N(c2ccc(OC)cc2)C1=O (configuration not stated)
→ -1, -2, -2, -2, -0.1, -1, -1.9, -2, -5
27) O=C(C1CCCN(S(=O)(=O)c2cccs2)C1)N1CCN(C2CCCCC2)CC1 (configuration not stated)
→ -1, 4, -6, 7, -0.1, -1, -1.4, 0, 4
28) COc1cc(C)ccc1OCc1cc(C(=O)NC(C)Cn2cncn2)no1 (configuration not stated)
→ -5, 9, -4, 1, -0.3, 1, 0.3, 0, -6
29) C#CCNC(=O)C1=C[C@@H](c2coc3ccccc3c2=O)C[C@@H](OCCCCO)O1
→ ., -7, 2, -12, ., 1, 0.2, -3, 3
30) COc1ccc(S(=O)(=O)N2CCN(C(=O)c3cccc(Cl)c3)CC2)cc1
→ 55, 2, 0, -1, 0.2, 5, 0.4, 7, 8
31) Cc1ccnc(NC(=O)Nc2ccc(F)cc2)c1
→ 23, 0, 1, -8, 0.2, 0, -0.1, -4, -10
32) Cc1nc(-c2ccccc2)sc1C(=O)CSc1ccc(Cl)cc1
→ 2, -19, -2, -9, 0.0, 1, 3.4, -2, -19
33) O=C(NCCc1nc(-c2ccccc2)cs1)c1ccc(Br)cc1
→ -5, 5, -1, 3, 0.9, -1, 3.3, -9, -24
34) O=C(Cc1ccc(-n2cccc2)cc1)NCc1ccccc1Cl
→ -4, 11, 2, -1, 0.0, 2, 2.5, 0, -10
35) CCOC(=O)NC(=O)/C(C=Nc1ccc(Cl)c(Cl)c1Cl)=C(\C)O
→ 5, 7, -3, 0, -0.1, -2, 1.0, -1, -41
36) CC(C)OCCCNC(=O)c1cc(-c2cccnc2)nc2ccccc12
→ -5, 4, -2, -8, 0.1, -1, 2.2, -3, 8
37) COc1cc(C2=NOC(C(=O)N3CCOCC3)C2)cc(OC)c1OC (configuration not stated)
→ -5, -4, -2, -3, 0.1, 3, 3.6, 0, -5
38) Cc1ccc(-c2nnc(Nc3ccc(CC(N)=O)cc3)c3ccccc23)cc1S(N)(=O)=O
→ -12, 1, 0, -5, 1.7*, -2, 0.0, -2, 12
39) COc1cccc(/C=N/Nc2ccc([N+](=O)[O-])cn2)c1O
→ 2, -5, 34*, 0, -0.2, -3, 3.2, 12, 56*
40) CC(C(=O)OCC(=O)c1cccc([N+](=O)[O-])c1)N1C(=O)C2C3CCC(C3)C2C1=O (configuration not stated)
→ -18, -6, -1, -5, 0.0, -3, -0.4, -2, 0
41) CCCCc1ccc(NC(=O)N2CCNC(=O)C2CC(=O)Nc2ccsc2C(=O)OC)cc1 (configuration not stated)
→ -1, 0, 9, 0, 0.0, -3, 2.9, 0, -9
42) Cn1c(=O)[nH]c(=O)c2c1nc(N/N=C/c1ccncc1)n2Cc1ccc(Cl)cc1
→ 0, -2, 0, 3, 0.2, 0, 2.1, 2, -1
43) NC(=O)C1CCN(C(=O)/C=C/c2cc(Br)ccc2F)CC1
→ 9, -7, 5, 0, -0.1, 2, -2.5, -2, 2
44) CCN1C(=O)[C@H]2[C@@H](c3ccc(-c4ccc(OC)cc4)cc3)N3CCC[C@@]3(C(=O)OC)[C@H]2C1=O
→ -6, 9, -5, 1, 0.1, -2, 4.2, 1, 47*
45) COc1cccc(-c2nnc(SCC(=O)N3CCOCC3)o2)c1
→ -1, -3, 1, 0, 0.0, 1, 0.6, 0, 1
46) O=C(COC(=O)c1ccccc1O)Nc1cccc(S(=O)(=O)N2CCCC2)c1
→ 2, ., -2, -1, 0.5, ., -0.2, ., 16
47) CC(=O)N(CCC(Cc1ccccc1)c1ccco1)Cc1ccco1 (configuration not stated)
→ -14, 6, -3, -2, 0.1, 1, 2.6, 8, -19
48) CC(=O)N1N=C(c2ccc(C)c([N+](=O)[O-])c2)OC1(C)C
→ -10, 2, -5, 0, 0.0, 1, -0.3, 1, -4
49) COCCOC(=O)c1c(NC(=O)COC(=O)c2ccc(C)o2)sc(C(N)=O)c1C
→ -1, ., -4, -1, -0.1, ., 1.4, ., 2
50) O=C(CCC(=O)Nc1cc(C(F)(F)F)ccc1Cl)N/N=C\c1cc([N+](=O)[O-])ccc1O
→ 9, -8, 13, 7, -0.1, -2, 1.1, 2, -4
51) O=C(c1cccc(C(F)(F)F)c1)N1CCC(O)(CS(=O)(=O)Cc2ccc(Cl)cc2)CC1
→ 9, -2, -4, 2, -0.3, -3, -1.4, -1, -2
52) CN(Cc1cccs1)C(=O)CSc1nc(N)cc(N)n1
→ 5, 1, -4, -1, 0.0, -2, -1.0, 6, 7
53) CSc1c(-c2ccccc2)nc2ccccc2c1C(=O)O
→ 0, -1, -2, -1, 0.2, -3, 1.4, 2, 2
54) CN1CCN(c2ccc([N+](=O)[O-])c(Sc3nc4ccccc4[nH]3)c2)CC1
→ 0, -2, 0, -4, 0.1, -1, 0.0, 1, -1
55) Cn1c(SCC(=O)N2CCCC2)nc2ccccc21
→ 2, -4, -4, -12, 0.3, 2, -5.2, -5, 12
56) Cc1ccc2nc3c(cc(C(=O)NCC4CCCO4)c(=N)n3CC3CCCO3)c(=O)n2c1 (configuration not stated)
→ -5, 1, 3, 2, 0.1, -1, -0.3, 4, 11
57) O=S(=O)(Nc1ccc2c(c1)OCCO2)c1cnc[nH]1
→ -2, 2, -4, 11, -0.1, -2, -0.2, -3, 6
58) CCOC(=O)Cc1csc(NC(=O)COc2c(C)cccc2C)n1
→ -18, -1, 0, 4, 0.0, 2, 1.9, -1, 10
59) CCOC(=O)n1c(=O)n(C)c2ccc(Cl)cc21
→ 153, 3, -1, 2, 0.0, -3, 0.3, -1, 3
60) CCc1ccc([C@@H]2CC=C(C(=O)O)[C@H](c3ccc(F)cc3)N2S(=O)(=O)c2ccc(C)cc2)cc1
→ ., 25, 6, -3, -0.1, 2, 3.4, 3, 4
61) CN(CCc1ccccn1)C(=O)CCC1CCCN(C(=O)CCOc2ccccc2)C1 (configuration not stated)
→ 1, -5, -4, 1, 2.4, 1, 0.2, -1, 23

Quoted at random: 2 compounds from above, in no set order.
Each structure is followed by: JMJD2C inh, core dimer inh, PP1 counter, LYPLA2 inh, Efflux pump mplx, TPT1 inhibitor, PP5 inh, Fh CTSL1 inh, PREPL inh
32) Cc1nc(-c2ccccc2)sc1C(=O)CSc1ccc(Cl)cc1
→ 2, -19, -2, -9, 0.0, 1, 3.4, -2, -19
60) CCc1ccc([C@@H]2CC=C(C(=O)O)[C@H](c3ccc(F)cc3)N2S(=O)(=O)c2ccc(C)cc2)cc1
→ ., 25, 6, -3, -0.1, 2, 3.4, 3, 4
